CSM14.1 death rescue = protection against thapsigargin-triggered cell killing – 384-well, CSM14.1, ATP luminescence, primary screen (AID 1222) | cellular ATP content (survival), % at 20 µM; hits with a dose series show EC50 in µM | CSM14.1 thapsigargin-induced death rescue, ATP luminescence; higher % means a stronger effect | 190,000 tested, under 10 active;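 active means EC50 below 50 µM in the dose-response confirmation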;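 further: death triggered by thapsigargin at about 15 µM added after 2 h compound pretreatment; cell ATP read after overnight thapsigargin exposure of roughly 18 to 22 hours; normalized against plate controls of thapsigargin alone and 5% DMSO vehicle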
M1AAP inhibition = malaria alanyl aminopeptidase activity blockers – biochemical, fluorogenic H-Leu-NHMec substrate, 1536-well (AID 1445). recombinant M1AAP, H-Leu-NHMec fluorogenic kinetic assay; higher % means a stronger effect. inhibition, % at 30 µM, or IC50 in µM where a hit was titrated. 220,000 tested, 0.42% active;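 active means primary inhibition above the hit cutoff, then over 50% inhibition at one or more dose response concentrations, cut at about 23% in these data, passing the limit was not always enough; inconclusive means conflicting primary data, or primary hits not chosen for dose response; inactive means low primary inhibition, or under 50% at every dose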;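 further: plate controls were DMSO full reaction for no effect and no enzyme background for full effect; strong numbers were not always called active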
Hep lipid drop = modulators of hepatic lipid droplet formation | AML12 mouse hepatocytes, oleate lipid droplets, BODIPY imaging | inhibition, % at 6.5 µM | 240,000 tested, 0.4% active | AID 1656;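 active means lipid droplet intensity inhibited by at least 50%, with more than 500 cells counted; inconclusive means wells with under 300 cells, treated as cytotoxic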
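System: AML12 hepatocytes (mouse). Probe or stimulus: oleic acid at 100 µM to induce lipid droplet formation. Times: overnight treatment with compound plus oleate. Detection: Image-based BODIPY and DAPI two-channel analysis. Evaluation: percent inhibition of filter-corrected integrated lipid droplet intensity per well.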
XIAP displacement = XIAP antagonists, biochemical, IAP family, fluorescence polarization (AID 1018); XIAP BIR domain, fluorescence polarization peptide displacement; higher % means a stronger effect; displacement, % at 20 µM, or IC50 in µM where a hit was titrated; 200,000 tested, 0.007% active; in the data active means displacement above about 50%; further: a part of the inactive calls stands beside numbers as strong as those of hits
Siah-1 displacement = blockers of Siah-1 interaction with plectin peptide – biochemical, fluorescence polarization, rhodamine-plectin, uHTS, primary screen (AID 1817); Siah-1 / rhodamine-plectin peptide fluorescence polarization; higher % means a stronger effect; one-dose displacement, % at 20 µM; IC50 in µM for titrated hits; 290,000 tested, 0.02% active;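 active means displacement of at least 50% at 20 µM, with a fluorescence ratio check between 0.3 and a set limit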;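 further: plate controls were Siah plus tracer with DMSO for no effect and tracer alone without Siah for full effect; strong numbers were not always called active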
HEK293 NOD2/NF-kB = NOD2 signaling inhibitors, cell-based, luminescence, uHTS, HEK293 (AID 1566). HEK293 NOD2/NF-kB luciferase reporter, luminescence; higher % means a stronger effect. inhibition, % at 4 µM, or EC50 in µM where a hit was titrated. 290,000 tested, 0.63% active; further: many of its hits are not listed in these tables
LYP phosphatase = inhibitors of LYP phosphatase, biochemical, fluorescence intensity, uHTS (AID 1779); recombinant LYP phosphatase, fluorescence intensity; higher % means a stronger effect; inhibition, % at 11.5 µM; hits with a dose series show IC50 in µM; 290,000 tested, 0.054% active;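 further: plate controls were vehicle with enzyme for no effect and no enzyme for full effect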
AID2073 = inhibitors of Mint1-CaV2.2 protein interaction, biochemical, HTRF (AID 2073); HTRF protein-protein interaction, Mint1-CaV2.2; higher % means a stronger effect; one-dose inhibition, % at 20 µM; IC50 in µM for titrated hits; 290,000 tested, 0.19% active; in the data active means inhibition mostly above about 51%, no sharp cut-off; inconclusive means no clear call, values can overlap the other calls; inactive means mostly below about 53%; further: some results filed as inactive read as strong as hits
P. falciparum M17LAP = P. falciparum M17LAP inhibitors, primary screen, biochemical, fluorogenic H-Leu-NHMec substrate, 1536-well (AID 1619); recombinant M17LAP, H-Leu-NHMec fluorogenic kinetic assay; higher % means a stronger effect; inhibition, % at 30 µM, or IC50 in µM where a hit was titrated; 220,000 tested, 0.38% active;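 active means compound inhibiting the enzyme by more than half at any dose during confirmatory dose-response retesting; inconclusive means strong single-dose inhibitors picked by rank but not retested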;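 further: plate controls were full reaction with DMSO carrier for no effect and no enzyme background for full effect; strong numbers were not always called active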
Hep lipid drop cells 6.5 µM = second read-out of Hep lipid drop, no call of its own (marks repeat the call); cell count; measured here: cell count, cytotoxicity flag;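 cells counted across two imaged fields per well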
Active calls of the source: *; u = inconclusive; x = no result given. Unless noted, no stated cut-off is given here; in the data, active means inhibition above about 50%; inactive means the rest. These rows are one share of the data; rates above refer to the full screens.

entry	SMILES	CSM14.1 death rescue	M1AAP inhibition	Hep lipid drop	Hep lipid drop cells 6.5 µM	XIAP displacement
1	CCC(C)(C)NC(=O)CN(C(=O)c1snc(C(N)=O)c1N)c1ccc(OC)c(OC)c1	-1.2%	12%	12	765	-2.1%
2	COc1ccc(C(=O)O/N=C2\CCCc3nonc32)cc1	0.2%	-2%	8	675	-4.5%
3	CCCC(=O)OC1CCS(=O)(=O)c2sccc21 (stereo unspecified)	0.1%	8%	4	692	-2.0%
4	O=C(CN1CCN(c2ccc(Cl)cc2[N+](=O)[O-])CC1)N1CCOCC1	x	6%	5	647	x
5	CCCNC(=O)COc1ccc(-c2nn(C)c(=O)c3ccccc23)cc1	x	x	0	791	x
6	Cc1ccc(Cl)cc1NC(=O)Cn1cc(C(F)(F)F)cc(Cl)c1=O	-2.4%	-2%	2	668	-5.8%
7	CCC(C(=O)Nc1ccc(C(=O)Nc2ccccc2C(=O)O)cc1)c1ccccc1 (stereo unspecified)	x	x	14	736	x
8	Cc1nn(-c2cccc(C(=O)O)c2)c(C)c1[N+](=O)[O-]	x	-1%	17	670	-2.5%
9	O=S(=O)(NCCN1CCCC1)c1ccc(Cl)cc1	x	x	-1	428	x
10	CCc1nnc(NC(=O)CSc2nc(-c3ccc(OC)cc3)ns2)s1	-3.5%	-4%	-18	556	-2.5%
11	O=C(CCn1c(=S)[nH]c2ccccc2c1=O)NCCc1ccccc1	-1.6%	-1%	-18	714	-4.6%
12	COc1ccc(CNC(=O)c2cccc(N(C)C)c2)cc1	-2.3%	7%	-3	754	0.8%
13	CCCNC(=O)C1CC(c2ccc(C(F)(F)F)cc2)=NO1 (stereo unspecified)	x	-3%	x	x	x
14	CC[n+]1c(/C=C/Nc2ccccc2)sc2ccccc21	2.6%	11%	x	x	-60%
15	COc1cc(-c2c(C#N)c(N)nc3c2c(C)nn3-c2ccc(C)c(C)c2)cc(OC)c1OC	1.2%	5%	x	x	-11%

entry	Siah-1 displacement	HEK293 NOD2/NF-kB	LYP phosphatase	AID2073	P. falciparum M17LAP
1	-2%	3%	-5%	-6%	0%
2	4%	12%	-11%	27%	-14%
3	5%	27%	-10%	1%	6%
4	1%	-4%	-4%	-2%	9%
5	-3%	24%	-6%	5%	x
6	-5%	-10%	-6%	8%	7%
7	3%	25%	6%	24%	x
8	13%	22%	-1%	36%	-10%
9	-2%	-12%	-4%	-9%	x
10	7%	-23%	-4%	9%	14%
11	6%	5%	-6%	-10%	-3%
12	2%	1%	-2%	0%	-3%
13	11%	-2%	-10%	-2%	-1%
14	46%	15%	2%	19%	7%
15	0%	4%	-1%	u	-6%

Quoted from the listing.
In M1AAP inhibition, `CCCC(=O)OC1CCS(=O)(=O)c2sccc21` (stereo unspecified) is listed with 8%
In LYP phosphatase, `CCCNC(=O)C1CC(c2ccc(C(F)(F)F)cc2)=NO1` (stereo unspecified) is listed with -10%
In P. falciparum M17LAP, `O=C(CCn1c(=S)[nH]c2ccccc2c1=O)NCCc1ccccc1` is listed with -3%

(next part)
entry	SMILES	CSM14.1 death rescue	M1AAP inhibition	Hep lipid drop	Hep lipid drop cells 6.5 µM	XIAP displacement
16	Cc1c(C(=O)N2CCCC2)sc(NC(=O)c2cccs2)c1C#N	1.6%	3%	-12	699	-6.1%
17	Cc1ccc(C)c(-c2csc(Nc3ncccn3)n2)c1	x	x	0	810	x
18	Cc1cc(=O)oc2c(CN3CC(C)OC(C)C3)c(O)c(Cl)cc12 (stereo unspecified)	-0.7%	u	1	727	-12%
19	CC(=O)c1c(C)[nH]c(C(=O)OCC(=O)Nc2cc(S(=O)(=O)N3CCCCC3)ccc2C)c1C	-5.7%	-4%	4	704	-6.0%
20	COc1ccc(C2C(C(=O)NCc3ccccc3)=C(C)Nc3ncnn32)cc1OC (stereo unspecified)	-1.5%	4%	0	750	-1.3%
21	Nc1nc(SCC(=O)NCc2ccc3c(c2)OCO3)n[nH]1	-0.9%	0%	0	692	-3.8%
22	CC(=O)NCCOc1cccc(OCCNC(C)=O)c1	0.6%	3%	-8	718	-2.5%
23	Cc1ccc(S(=O)(=O)n2[nH]c(=O)c(CCO)c2C)cc1	-0.7%	1%	14	760	-5.4%
24	CC1Cc2ccccc2N1C1=CC(=O)CC(C)(C)C1 (stereo unspecified)	-1.3%	8%	8	692	-7.3%
25	COc1cc2c(cc1OC)C(c1cc3cc4c(cc3[nH]c1=O)OCO4)N(C(=O)C(C)C)CC2 (stereo unspecified)	-0.1%	10%	-40	723	2.4%
26	Cc1cc(C)n2nc(Cc3ccccc3)nc2n1	-1.5%	0%	3	731	0.8%
27	CC1(C)Cc2c(sc(NC(=O)c3ccc(C(=O)c4ccccc4)cc3)c2C#N)C(C)(C)N1	x	x	-14	717	x
28	CCCNC(=O)N1CCC(c2ccc3c(c2)OCO3)CC1	x	x	-2	832	x
29	CCOc1ccc(S(=O)(=O)N2CCCC(C(=O)N3CCOCC3)C2)cc1 (stereo unspecified)	x	x	-4	868	x
30	COc1ccccc1NC(=S)N1CCNC(=O)C1CC(=O)Nc1cccc(C)c1 (stereo unspecified)	x	11%	13	681	x

entry	Siah-1 displacement	HEK293 NOD2/NF-kB	LYP phosphatase	AID2073	P. falciparum M17LAP
16	-1%	20%	-11%	22%	14%
17	3%	-28%	-7%	21%	x
18	13%	14%	-88%	38%	-152%
19	2%	20%	-5%	26%	-5%
20	4%	4%	-9%	2%	-7%
21	0%	9%	-2%	-7%	2%
22	4%	11%	-6%	0%	5%
23	4%	3%	-5%	12%	-2%
24	-1%	14%	4%	18%	15%
25	-8%	-11%	-4%	5%	-7%
26	-1%	4%	-10%	6%	-3%
27	3%	26%	-6%	3%	x
28	-1%	-1%	-9%	2%	x
29	-6%	6%	-4%	13%	x
30	-2%	11%	1%	-33%	28%

Complete entries, quoted from the list:
Listed for COc1ccc(C(=O)O/N=C2\CCCc3nonc32)cc1 : CSM14.1 death rescue = 0.2%; M1AAP inhibition = -2%; Hep lipid drop = 8; Hep lipid drop cells 6.5 µM = 675; XIAP displacement = -4.5%; Siah-1 displacement = 4%; HEK293 NOD2/NF-kB = 12%; LYP phosphatase = -11%; AID2073 = 27%; P. falciparum M17LAP = -14%
Listed for COc1cc(-c2c(C#N)c(N)nc3c2c(C)nn3-c2ccc(C)c(C)c2)cc(OC)c1OC : CSM14.1 death rescue = 1.2%; M1AAP inhibition = 5%; Hep lipid drop = x; Hep lipid drop cells 6.5 µM = x; XIAP displacement = -11%; Siah-1 displacement = 0%; HEK293 NOD2/NF-kB = 4%; LYP phosphatase = -1%; AID2073 = u; P. falciparum M17LAP = -6%

Additional entries.
entry	SMILES	CSM14.1 death rescue	M1AAP inhibition	Hep lipid drop	Hep lipid drop cells 6.5 µM	XIAP displacement
31	O=C(O)c1ccc2c(c1)C(=O)N(c1cccc(C(=O)/C=C/c3ccccc3)c1)C2=O	-1.5%	x	0	623	-6.4%
32	Cc1ccc(NC(=S)NCCCN2CCOCC2)cc1C	x	-5%	32	743	x
33	CCC1(C)Cc2ccccc2-c2nc[nH]c(=O)c21 (stereo unspecified)	x	x	-7	393	x
34	CC(C)c1c(O)nc(SCCC(=O)O)[nH]c1=O	0.8%	8%	x	x	0.7%
35	C/C(=C\C(=O)c1ccccc1)Nc1ccc2c(c1)OCO2	-3.7%	12%	0	679	-1.2%
36	CC1CCC(NS(=O)(=O)c2ccc3c(c2)n(C)c(=O)c(=O)n3C)CC1 (stereo unspecified)	-1.3%	3%	x	x	-6.6%
37	CCOC(=O)C1=C(C)N=C2SC(C)C(=O)N2C1c1ccc(OCC)c(OCC)c1 (stereo unspecified)	-1.1%	3%	4	666	-4.4%
38	O=C(N/N=C/c1cccn1-c1ccc([N+](=O)[O-])cc1)c1cccnc1	x	6%	-5	822	x
39	CCOc1ccccc1C(=O)NCC(=O)OCC(=O)N1C(C)CCCC1C (stereo unspecified)	8.1%	5%	-1	752	-6.2%
40	O=C(COc1ccc2c(-c3ccccc3)cc(=O)oc2c1)Nc1ccc(CN2CCOCC2)cc1	x	x	-6	706	x
41	CCOc1ccc(NC(=O)Nc2cc(C)on2)cc1	1.5%	2%	0	787	-5.8%
42	COc1ccc(CN(C(=O)c2cccs2)c2ccccc2)cc1	-0.3%	1%	-7	702	-4.8%
43	COc1ccc(C2CC(=O)N3CN(c4ccc(C)c(Cl)c4)CSC3=C2C#N)cc1OC (stereo unspecified)	-1.0%	3%	x	x	-1.4%
44	O=C(Cc1ccc(Br)cc1)OCC(=O)N1CCc2ccccc2C1	0.2%	4%	29	628	-5.7%
45	COc1ccc(/C=C(\NC(=O)c2cccs2)C(=O)NCc2ccco2)cc1OC	x	1%	6	737	x

entry	Siah-1 displacement	HEK293 NOD2/NF-kB	LYP phosphatase	AID2073	P. falciparum M17LAP
31	-5%	4%	3%	11%	x
32	-2%	-14%	-4%	1%	-7%
33	0%	-2%	0%	-3%	x
34	5%	6%	-4%	-7%	-5%
35	-3%	-107%	10%	-47%	-1%
36	-6%	16%	-9%	8%	-2%
37	7%	-4%	4%	15%	22%
38	-6%	5%	-3%	11%	27%
39	6%	-11%	1%	14%	6%
40	11%	31%	-6%	u	x
41	2%	-22%	-1%	28%	49%
42	4%	-7%	2%	5%	-8%
43	3%	7%	-1%	x	-8%
44	6%	18%	-4%	13%	2%
45	0%	1%	-3%	-1%	13%

entry	SMILES	CSM14.1 death rescue	M1AAP inhibition	Hep lipid drop	Hep lipid drop cells 6.5 µM	XIAP displacement
46	CCCn1c(SCC(N)=O)nc2c(c1=O)C1(CCCC1)Cc1ccccc1-2	0.7%	-1%	x	x	-0.5%
47	O=C(OCc1c(Cl)cccc1Cl)c1ccncc1	-0.7%	4%	-2	648	0.2%
48	CCOC(=O)c1sc(NC(=O)CS(=O)(=O)c2ccc(C)cc2)nc1C	x	x	-7	803	x
49	CC(Oc1ccccc1)C(=O)NC1CC(C)(C)NC(C)(C)C1 (stereo unspecified)	x	3%	-3	651	-3.0%
50	Cc1cc(NS(C)(=O)=O)c(=O)n(Cc2cccc(F)c2)c1	x	x	x	x	x
51	C/C(=N\NC(=O)c1ccc(Br)cc1)c1cccc(NC(=O)c2cccnc2)c1	-0.8%	5%	-10	671	-5.8%

entry	Siah-1 displacement	HEK293 NOD2/NF-kB	LYP phosphatase	AID2073	P. falciparum M17LAP
46	2%	28%	-8%	5%	-6%
47	6%	-3%	-6%	-4%	-7%
48	2%	-5%	2%	8%	x
49	6%	5%	2%	40%	-1%
50	-1%	1%	-10%	-7%	x
51	8%	-23%	-5%	-2%	5%
